ARFGAP1 inhibitor – inhibitors of rat ARFGAP1 GAP activity, primary screen, biochemical, fluorescence polarization, GDP tracer; ADP-ribosylation factor GTPase-activating protein 1 (Rattus norvegicus), Q62848; Arfgap1-stimulated ARF1 GTP hydrolysis, GDP FP detection; AID 651572, 2012; inhibition, % at 16.5 µM; 360,000 compounds, 0.26% hits;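 active = inhibition above a per-plate limit, mean inhibition of low control wells plus 3 SD, cut at about 25% in these data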;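 note: 0% = DMSO wells with enzyme and 100% = wells lacking Arfgap1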
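Material: rat Arfgap1 catalytic domain, aa 1-136; also added: human ARF1(Δ1-17)-GTP substrate; compound dosing: one concentration, 16.5 µM, DMSO 1.26%; incubation: GTP hydrolysis reaction 2 h at 25 °C; measured by: Tracer-displacement fluorescence polarization with EDTA stop, 620/688 nm; evaluation: % inhibition from polarization; repeats: one replicate per compound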
KLK7 zymogen act – proKLK7 zymogen activators, primary screen, biochemical, fluorescence intensity. purified proKLK7, EDANS-DABCYL substrate fluorescence; 100% is mature enzyme control, 0% vehicle. activation, % at 7 µM. 370,000 compounds, 0.9% hits;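 active = activation above the mean of all tested compounds plus 3 SD, computed per campaign excluding outliers beyond control limits, cut at about 13% in these data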
PLC-gamma1 inh – PLC-gamma1 enzyme inhibitors, primary screen, biochemical, fluorescence, purified enzyme. 1-phosphatidylinositol 4,5-bisphosphate phosphodiesterase gamma-1 (Homo sapiens), P19174. 370,000 compounds, 0.84% hits. fluorogenic substrate. inhibition, % at 12.2 µM. AID 720700, 2013; in the data active = inhibition above about 9.5%
NR1D1 modulator – modulators of Rev-erb alpha DNA binding, primary screen, biochemical, FITC-DNA, fluorescence polarization, uHTS. Nuclear receptor subfamily 1 group D member 1 (Homo sapiens), P20393. Rev-erbα–FITC-DNA binding, 90 min. activity, % at 10 µM. 370,000 compounds, 0.79% hits;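 active = activity above about 14%, limit read from the data; passing the limit was not always enough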;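 note: 0% = DMSO wells with 35 nM protein and 100% = DMSO wells with 750 nM protein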
UHRF1 binding – UHRF1 methylated DNA binding inhibitors, primary screen, counter-screen for MBD2 inhibitor project, biochemical, TR-FRET, human UHRF1, single concentration; UHRF1 binding to methylated oligo; 370,000 compounds, 0.75% hits; inhibition, % at 4.4 µM; E3 ubiquitin-protein ligase UHRF1 (Homo sapiens), Q96T88; in the data active = inhibition above about 21%;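 note: UHRF1 SRA domain binding a hemimethylated CpG hairpin DNA probe; 0% = median of test compound wells and 100% = reference inhibitor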
HGIII-sPLA2 inh – human group III sPLA2 inhibitors, primary screen, biochemical, QFRET, BODIPY PC-A2 liposome substrate | Group 3 secretory phospholipase A2 (Homo sapiens), Q9NZ20 | QFRET BODIPY PC-A2 liposome hydrolysis, fluorescence | inhibition, % at 12.2 µM | 370,000 compounds, 0.56% hits | AID 743126, 2013;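 active = inhibition above mean plus 3 SD of compounds lying within the high and low control bounds, cut at about 19% in these data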;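 note: 0% = median of test compound wells and 100% = no enzyme DMSO wells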
PLCb3 inh – human PLC-beta3 inhibitors, primary screen, biochemical, fluorescence | inhibition, % at 12.2 µM | Purified PLC-beta3, fluorogenic substrate | 370,000 compounds, 0.18% hits | 1-phosphatidylinositol 4,5-bisphosphate phosphodiesterase beta-3 (Homo sapiens), Q01970 | AID 720704, 2013; in the data active = inhibition above about 11%;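 note: 0% = median of compound wells on plate and 100% = full blocker control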
Target sequence (Q01970 whole entry, looked up): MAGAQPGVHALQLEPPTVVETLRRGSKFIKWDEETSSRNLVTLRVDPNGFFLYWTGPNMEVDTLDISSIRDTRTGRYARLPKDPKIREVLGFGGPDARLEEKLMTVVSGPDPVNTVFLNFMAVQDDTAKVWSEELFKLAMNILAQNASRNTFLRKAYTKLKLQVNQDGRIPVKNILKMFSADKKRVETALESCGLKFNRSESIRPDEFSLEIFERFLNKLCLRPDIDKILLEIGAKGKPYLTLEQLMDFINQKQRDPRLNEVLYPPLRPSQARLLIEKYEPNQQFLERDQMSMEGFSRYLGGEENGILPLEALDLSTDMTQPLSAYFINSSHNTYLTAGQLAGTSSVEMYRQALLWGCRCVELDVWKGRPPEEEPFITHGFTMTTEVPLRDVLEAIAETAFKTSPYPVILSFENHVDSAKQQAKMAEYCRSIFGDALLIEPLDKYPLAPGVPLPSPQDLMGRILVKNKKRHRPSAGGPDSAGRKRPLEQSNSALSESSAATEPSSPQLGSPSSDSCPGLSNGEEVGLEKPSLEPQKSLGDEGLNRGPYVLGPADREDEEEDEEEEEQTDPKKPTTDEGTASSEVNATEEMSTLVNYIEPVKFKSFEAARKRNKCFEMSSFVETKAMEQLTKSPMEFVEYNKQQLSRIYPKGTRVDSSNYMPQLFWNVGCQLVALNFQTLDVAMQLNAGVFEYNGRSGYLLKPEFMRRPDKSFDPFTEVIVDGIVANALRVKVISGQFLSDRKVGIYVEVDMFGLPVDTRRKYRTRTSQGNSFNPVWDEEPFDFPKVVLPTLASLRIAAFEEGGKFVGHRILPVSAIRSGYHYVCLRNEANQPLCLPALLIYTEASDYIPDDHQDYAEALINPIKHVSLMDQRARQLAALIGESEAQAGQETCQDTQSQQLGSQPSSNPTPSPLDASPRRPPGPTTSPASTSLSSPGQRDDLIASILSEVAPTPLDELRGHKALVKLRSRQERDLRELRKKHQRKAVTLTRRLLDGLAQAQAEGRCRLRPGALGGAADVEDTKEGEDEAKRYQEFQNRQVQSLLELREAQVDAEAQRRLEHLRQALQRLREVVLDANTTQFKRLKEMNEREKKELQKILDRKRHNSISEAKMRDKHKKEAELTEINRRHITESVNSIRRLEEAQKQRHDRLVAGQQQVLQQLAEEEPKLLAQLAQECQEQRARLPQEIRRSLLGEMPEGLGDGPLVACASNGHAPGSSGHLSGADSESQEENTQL
Tn7 DDE FP – inhibitors of Tn7 peptide binding to fibrin DD(E), primary screen, biochemical, fluorescence polarization, human fibrin, Tn7 probe | Fibrinogen beta chain (Homo sapiens), P02675 | FP displacement of FITC-Tn7 peptide from fibrin DD(E); 0% = median of compound wells per plate | inhibition, % at 8.3 µM | 370,000 compounds, 0.13% hits;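 active = inhibition above the mean of compounds falling within the control limits plus 3 SD of them, cut at about 14% in these data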;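 note: 0% = plate median of compound wells and 100% = 10 µM Aha-Tn7 peptide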
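Test system: human clot-derived fibrin DD(E) complex / Quantity: 2 µM final DD(E) protein / Incubation: 10 min plus 3 h, room temperature / Measured by: fluorescence polarization / Benchmarks: high control of 10 µM Aha-Tn7 peptide / Replicates: singlicate testing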
ASAP1 inh – inhibitors of human ASAP1 ArfGAP activity, primary screen, biochemical, fluorescence polarization; AID 624377, 2012; 360,000 compounds, 0.19% hits; Arf-GAP with SH3 domain, ANK repeat and PH domain-containing protein 1 (Homo sapiens), …; inhibition, % at 16.5 µM; ASAP1-stimulated ARF1 GTP hydrolysis, GDP FP detection; in the data active = inhibition above about 25%;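 note: 0% = vehicle with enzyme and substrate and 100% = no enzyme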
Tn6 DDE FP – inhibitors of Tn6 peptide binding to fibrin DD(E), primary screen, biochemical, fluorescence polarization, human fibrin, Tn6 probe | 370,000 compounds, 0.21% hits | AID 720509, 2013 | Fibrin DD(E) TRITC-Tn6 fluorescence polarization displacement | inhibition, % at 8.3 µM | Fibrinogen beta chain (Homo sapiens), P02675;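 active = inhibition above a per-campaign cutoff: mean of compounds within control limits plus 3 SD, cut at about 15% in these data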;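 note: 0% = median of all compound wells on the plate and 100% = blocking peptide control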
* = called active by the depositor.

Start of the data: the first 2 records, ahead of the listing:
Screening O=C(Cc1cccs1)Nc1nnc(SCc2cccc3ccccc23)s1 returned ARFGAP1 inhibitor -7.4, KLK7 zymogen act 0.7, PLC-gamma1 inh -2.0, NR1D1 modulator 2.3, UHRF1 binding 3.7, HGIII-sPLA2 inh -2.6, PLCb3 inh -5.9, Tn7 DDE FP 2.9, ASAP1 inh 4.3 and Tn6 DDE FP -6.4.
`Cc1cccc(Sc2nc(-c3ccccc3)ccc2C#N)c1` gave ARFGAP1 inhibitor 3.6, KLK7 zymogen act 0.2, PLC-gamma1 inh -7.1, NR1D1 modulator 4.8, UHRF1 binding 0.1, HGIII-sPLA2 inh -0.9, PLCb3 inh -4.6, Tn7 DDE FP -0.1, ASAP1 inh -1.6 and Tn6 DDE FP -4.6.

Results, from the first entry:
Screening O=C(Cc1cccs1)Nc1nnc(SCc2cccc3ccccc23)s1 returned ARFGAP1 inhibitor -7.4, KLK7 zymogen act 0.7, PLC-gamma1 inh -2.0, NR1D1 modulator 2.3, UHRF1 binding 3.7, HGIII-sPLA2 inh -2.6, PLCb3 inh -5.9, Tn7 DDE FP 2.9, ASAP1 inh 4.3 and Tn6 DDE FP -6.4.
`Cc1cccc(Sc2nc(-c3ccccc3)ccc2C#N)c1` gave ARFGAP1 inhibitor 3.6, KLK7 zymogen act 0.2, PLC-gamma1 inh -7.1, NR1D1 modulator 4.8, UHRF1 binding 0.1, HGIII-sPLA2 inh -0.9, PLCb3 inh -4.6, Tn7 DDE FP -0.1, ASAP1 inh -1.6 and Tn6 DDE FP -4.6.
Screening O=C(CN1CCN(Cc2ccccc2)CC1)N/N=C/c1ccc(Br)s1 returned ARFGAP1 inhibitor -11.3, KLK7 zymogen act 0.1, PLC-gamma1 inh 2.8, NR1D1 modulator -5.6, UHRF1 binding -0.5, HGIII-sPLA2 inh -4.8, PLCb3 inh -1.1, Tn7 DDE FP 4.3, ASAP1 inh 1.4 and Tn6 DDE FP -7.5.
Screening CCC(C(=O)NC1CCCC1)N(C(=O)Cn1nnc(-c2ccc(C)o2)n1)c1cccc(O)c1 (stereo not given) returned ARFGAP1 inhibitor -3.7, KLK7 zymogen act -0.1, PLC-gamma1 inh -6.4, NR1D1 modulator 2.8, UHRF1 binding 0.2, HGIII-sPLA2 inh -24.1, PLCb3 inh -11.1, Tn7 DDE FP -9.2, ASAP1 inh -2.0 and Tn6 DDE FP 5.4.
`CCOCCn1c(=NC(=O)c2ccc(S(=O)(=O)N3CCOCC3)cc2)sc2cc(S(N)(=O)=O)ccc21` gave ARFGAP1 inhibitor 12.2, KLK7 zymogen act 1.7, PLC-gamma1 inh -73.6, NR1D1 modulator 6.6, UHRF1 binding 0.6, HGIII-sPLA2 inh -0.4, PLCb3 inh -115.8, Tn7 DDE FP -6.8, ASAP1 inh 14.5 and Tn6 DDE FP -2.8.
CCOc1ccc(S(=O)(=O)N2CCN(C(=S)NCc3ccccc3)CC2)cc1 was read as ARFGAP1 inhibitor 6.4, KLK7 zymogen act 0.5, PLC-gamma1 inh 6.5, NR1D1 modulator -2.5, UHRF1 binding -0.7, HGIII-sPLA2 inh -18.2, PLCb3 inh -1.9, Tn7 DDE FP -2.8, ASAP1 inh 0.7 and Tn6 DDE FP 4.3.
For COC(=O)c1c(NC(=O)c2ccco2)sc2c1C(C(=O)OC)CC2 (stereo not given) the results were ARFGAP1 inhibitor 0.7, KLK7 zymogen act 0.8, PLC-gamma1 inh -32.6, NR1D1 modulator -1.7, UHRF1 binding -1.5, HGIII-sPLA2 inh 0.4, PLCb3 inh -36.9, Tn7 DDE FP 6.5, ASAP1 inh 7.1 and Tn6 DDE FP -5.1.
`C=CCOCCN(CC)CC` gave ARFGAP1 inhibitor 8.0, KLK7 zymogen act -0.1, PLC-gamma1 inh 0.1, NR1D1 modulator 0.7, UHRF1 binding 1.0, HGIII-sPLA2 inh -3.9, PLCb3 inh -0.1, Tn7 DDE FP 2.1, ASAP1 inh 10.5 and Tn6 DDE FP 0.4.
Screening COc1cccc(NC(=O)n2ncc3c(C)cccc32)c1 returned ARFGAP1 inhibitor 3.6, KLK7 zymogen act -0.5, PLC-gamma1 inh 10.4*, NR1D1 modulator -1.4, UHRF1 binding -1.6, HGIII-sPLA2 inh -0.4, PLCb3 inh 2.4, Tn7 DDE FP -1.6, ASAP1 inh -11.4 and Tn6 DDE FP -5.2.
`C=CCSc1nc(NC)c2sccc2n1` gave ARFGAP1 inhibitor -3.5, KLK7 zymogen act 0.1, PLC-gamma1 inh 0.3, NR1D1 modulator -6.1, UHRF1 binding 0.6, HGIII-sPLA2 inh 2.5, PLCb3 inh 3.8, Tn7 DDE FP 3.6, ASAP1 inh 0.9 and Tn6 DDE FP 5.3.
`CCC(CC)C(=O)Nc1cc(C)c2c(=O)oc3ccccc3c2n1` gave ARFGAP1 inhibitor 2.0, KLK7 zymogen act 0.1, PLC-gamma1 inh -12.7, NR1D1 modulator 2.0, UHRF1 binding -1.0, HGIII-sPLA2 inh 5.5, PLCb3 inh -12.5, Tn7 DDE FP -2.9, ASAP1 inh 4.5 and Tn6 DDE FP 6.7.
`O=C(CC1CCCC1)N1CCN(S(=O)(=O)c2ccccc2)CC1` gave ARFGAP1 inhibitor 6.3, KLK7 zymogen act 0.0, PLC-gamma1 inh -0.1, NR1D1 modulator 8.7, UHRF1 binding 1.5, HGIII-sPLA2 inh -3.0, PLCb3 inh -3.9, Tn7 DDE FP -8.3, ASAP1 inh 0.8 and Tn6 DDE FP -3.6.
Cc1ccnc(NC(=O)C2COc3ccccc3O2)c1 (stereo not given) was read as ARFGAP1 inhibitor -1.1, KLK7 zymogen act -0.1, PLC-gamma1 inh -0.9, NR1D1 modulator 0.4, UHRF1 binding 10.1, HGIII-sPLA2 inh 5.1, PLCb3 inh -0.8, Tn7 DDE FP 7.5, ASAP1 inh -7.3 and Tn6 DDE FP -8.3.
COc1ccc(OC)c(N2C(=O)c3ccccc3C2c2nnnn2-c2ccc3c(c2)OCCO3)c1 (stereo not given) was read as ARFGAP1 inhibitor 10.5, KLK7 zymogen act -0.6, PLC-gamma1 inh -3.4, NR1D1 modulator -2.9, UHRF1 binding -0.3, HGIII-sPLA2 inh -0.9, PLCb3 inh -0.8, Tn7 DDE FP 7.5, ASAP1 inh -9.5 and Tn6 DDE FP 6.5.
`CN(C)Cc1nc2c(c(=O)[nH]1)C(C)(C)Cc1ccccc1-2` gave ARFGAP1 inhibitor 8.4, KLK7 zymogen act 0.4, PLC-gamma1 inh 2.1, NR1D1 modulator -9.6, UHRF1 binding -1.9, HGIII-sPLA2 inh -1.1, PLCb3 inh 1.9, Tn7 DDE FP -1.7, ASAP1 inh -6.6 and Tn6 DDE FP 3.3.
Cc1ccc(N=CC2=C(O)CC(c3ccc(Cl)cc3)CC2=O)cc1 (stereo not given) was read as ARFGAP1 inhibitor -10.7, KLK7 zymogen act 0.1, PLC-gamma1 inh 0.0, NR1D1 modulator 2.0, UHRF1 binding 1.8, HGIII-sPLA2 inh 10.2, PLCb3 inh -5.3, Tn7 DDE FP 2.5, ASAP1 inh 12.4 and Tn6 DDE FP 3.7.
For O=C(Nc1cnn(Cc2ccc(Cl)c(Cl)c2)c1)C12CC3CC(CC(C3)C1)C2 the results were ARFGAP1 inhibitor -8.7, KLK7 zymogen act 0.0, PLC-gamma1 inh 2.8, NR1D1 modulator -1.7, UHRF1 binding -5.6, HGIII-sPLA2 inh 5.4, PLCb3 inh -0.6, Tn7 DDE FP -0.5, ASAP1 inh 7.5 and Tn6 DDE FP 2.3.
`CCN(CC)S(=O)(=O)c1cccc(C(=O)NC2CCCCC2)c1` gave ARFGAP1 inhibitor 7.0, KLK7 zymogen act -0.1, PLC-gamma1 inh 2.5, NR1D1 modulator 1.1, UHRF1 binding -1.1, HGIII-sPLA2 inh 6.0, PLCb3 inh 0.8, Tn7 DDE FP 5.9, ASAP1 inh -14.2 and Tn6 DDE FP -4.5.
`CC1CCN(c2ccc(C=O)o2)CC1` gave ARFGAP1 inhibitor 14.1, KLK7 zymogen act 0.1, PLC-gamma1 inh 0.8, NR1D1 modulator 1.8, UHRF1 binding 0.2, HGIII-sPLA2 inh -0.7, PLCb3 inh 5.2, Tn7 DDE FP -3.8, ASAP1 inh 5.6 and Tn6 DDE FP 5.3.
C[C@@H]1C=C[C@](Cc2ccccc2)(C(=O)NCCc2c[nH]c3ccccc23)N1C(=O)c1ccccc1 was read as ARFGAP1 inhibitor 8.8, KLK7 zymogen act -0.1, PLC-gamma1 inh -1.8, NR1D1 modulator 1.1, UHRF1 binding -0.4, HGIII-sPLA2 inh -80.0, PLCb3 inh -1.6, Tn7 DDE FP -3.4, ASAP1 inh 2.7 and Tn6 DDE FP -2.6.
COC(=O)C1=C(C)N(C)C(=NCc2ccccc2)NC1c1cccc(Cl)c1 (stereo not given) was read as ARFGAP1 inhibitor 2.2, KLK7 zymogen act -0.7, PLC-gamma1 inh 0.5, NR1D1 modulator -5.6, UHRF1 binding 0.1, HGIII-sPLA2 inh -5.1, PLCb3 inh -0.2, Tn7 DDE FP 3.7, ASAP1 inh 0.4 and Tn6 DDE FP 5.5.
`CN(C)c1cccc(C(=O)NCCCn2ccc3ccccc32)c1` gave ARFGAP1 inhibitor 5.3, KLK7 zymogen act 0.0, PLC-gamma1 inh -54.5, NR1D1 modulator 2.8, UHRF1 binding -1.7, HGIII-sPLA2 inh -4.9, PLCb3 inh -86.3, Tn7 DDE FP -0.9, ASAP1 inh 8.5 and Tn6 DDE FP -11.4.

Screening data deposited in PubChem by several laboratories.
